Bioassay records deposited in PubChem by Broad Institute.
INS-1E GSIS act = GLuc luminescence reporter in INS-1E cells, primary screen for activators of glucose-dependent secretion of insulin. INS-1E GLuc reporter insulin secretion, 2-3 h. activation, % at 16.6 µM. 0.61% of 370,000 active;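 active = lowest replicate activation of at least 40%, so every replicate reaches that level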;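 also: 0% = median of neutral control wells and 100% = median of IBMX positive control wells; some compounds called inactive have numbers as strong as hits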
Xi reactivation = reactivates the inactive X chromosome in mouse fibroblasts; XiGFP mouse fibroblasts, % GFP-positive cells imaging, 3 d; cells co-treated with 5-aza-dC sensitizer; scaled so ellipticine positive control = 100%; activation, % at 7.58 µM; 0.055% of 360,000 active; AID 743238;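 active = mean normalized replicate activation at least 10% and every replicate at or above 10%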;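 also: 0% = median of on-plate neutral control wells and 100% = ellipticine 6 µM median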
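Assay system – SV40-immortalized XiGFP fibroblast cells, line 68-5-11 · Buffer or medium – DMEM supplemented with 5-aza-dC as sensitizing agent · Dosing – one concentration, pinned · Benchmarks – positive control ellipticine, 6 µM final · Times – 3 days compound exposure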
Active calls of the source: *; & = joins results of further samples. Only part of the results is shown, so the mix of outcomes need not match the whole.

1	C[C@@H]1CN(C)C(=O)Cc2cc(NS(C)(=O)=O)ccc2O[C@H]1CN(C)S(C)(=O)=O
2	C[C@H](CO)N1C[C@H](C)[C@@H](CN(C)Cc2ccc(F)cc2)OCc2ccccc2-c2c(n(C)c3ccccc23)C1=O
3	C[C@@H]1CN([C@H](C)CO)C(=O)c2cc(NC(=O)c3ccccc3)ccc2O[C@@H](C)CCCCO[C@H]1CN(C)Cc1ccc(Cl)c(Cl)c1
4	CO[C@@H]1CN(C)C(=O)c2ccc(NC(=O)CC(F)(F)F)cc2OC[C@H](C)N(CC2CC2)C[C@@H]1C
5	C[C@H](CO)N1C[C@H](C)[C@@H](CN(C)S(=O)(=O)c2cn(C)cn2)Oc2c(NC(=O)CCC(F)(F)F)cccc2C1=O
6	CCCC#Cc1ccc2c(c1)[C@H]1[C@H](CCN1S(=O)(=O)c1ccc(F)cc1)[C@@H](CO)N2
7	COc1ccc([C@H]2C/C=C\C[C@H](c3ccc(F)cc3)NC(=O)CCC(=O)N2)c(OC)c1
8	C[C@@H]1CN(C)C(=O)Cc2cc(NS(C)(=O)=O)ccc2O[C@H]1CN(C)C

Assay by compound	1	2	3	4	5	6	7	8
INS-1E GSIS act	7.7	-16.8	-13.7	8.1	27.1	-16.1	10.8	12.3
Xi reactivation	0.4	-0.2	0.2	0.1	-0.6	0.3	0.4	0.2

9	CC(=O)N(C)C[C@@H]1Oc2ccc(NS(C)(=O)=O)cc2CC(=O)N(C)C[C@@H]1C
10	COc1ccc(OC(=O)N(C)C[C@H]2OCc3ccccc3-c3ccccc3C(=O)N([C@@H](C)CO)C[C@@H]2C)cc1
11	N#C[C@H]1[C@H](c2ccc(C#Cc3cccnc3)cc2)[C@@H](CO)N1C(=O)NC1CCCC1
12	C[C@H]1CN(C)C(=O)c2cccc(N(C)C)c2O[C@@H]1CN(C)S(C)(=O)=O
13	C[C@H](CO)N1C[C@H](C)[C@@H](CN(C)C(=O)Nc2ccccc2)OCCCC[C@H](C)Oc2ccc(NC(=O)Nc3ccc(C(F)(F)F)cc3)cc2C1=O
14	CC(C)NC(=O)N1[C@@H]2CN(CC(F)(F)F)C[C@H]1C2c1ccc(Br)cc1 (stereo partly drawn)
15	COc1ccccc1NC(=O)N1CC(=O)N2[C@H](CO)[C@H](c3ccc(C#CCC(C)C)cc3)[C@H]2C1
16	CC(C)NC(=O)Nc1ccc2c(c1)C(=O)N(C)C[C@H](C)[C@@H](CN(C)C(=O)NC(C)C)O2

Assay by compound	9	10	11	12	13	14	15	16
INS-1E GSIS act	11.0	-34.5	2.1	13.6	0.9	9.0	-1.4	12.3
Xi reactivation	0.3	0.1	-0.1	0.0	0.4	0.3	0.0	0.2

17	C[C@@H]1CN([C@H](C)CO)C(=O)c2ccccc2-c2ccccc2CO[C@@H]1CN(C)C(=O)CCC(F)(F)F
18	C[C@@H]1CN(C)C(=O)c2cc(N)ccc2O[C@H]1CN(C)S(C)(=O)=O
19	CC(C)[C@@H]1C(=O)NCCC=CC[C@@H](C)Oc2ccccc2C(=O)N1C (mixture of isomers)
20	C[C@@H]1C(=O)N[C@H](c2ccccc2)CC=CC[C@H](C)Oc2ccccc2C(=O)N1C (mixture of isomers)
21	COc1ccc([C@H]2CC=CC[C@H](C)Oc3ccccc3C(=O)N(C)[C@@H](C)C(=O)N2)c(OC)c1 (mixture of isomers)
22	C[C@@H]1CC(=O)N[C@H](c2ccccc2)C/C=C\C[C@H](c2ccccc2)NC1=O
23	C[C@@H]1CN(C)C(=O)c2cc(N)ccc2O[C@@H]1CN(C)S(C)(=O)=O
24	C[C@@H]1CC=CC[C@H](c2ccccc2)NC(=O)[C@@H](Cc2ccccc2)N(C)C(=O)c2ccccc2O1 (mixture of isomers)

Assay by compound	17	18	19	20	21	22	23	24
INS-1E GSIS act	1.4	6.0	-0.8	0.3	-3.0	-4.7	24.7	-35.7
Xi reactivation	0.1	0.4	0.1	0.0	0.0	0.4	0.5	0.0

25	C[C@H]1CC=CC[C@H](c2ccccc2)NC(=O)[C@@H](Cc2ccccc2)N(C)C(=O)c2ccccc2O1 (mixture of isomers)
26	C[C@H](CO)N1C[C@H](C)[C@@H](CN(C)C(=O)Nc2cccc3ccccc23)Oc2ccc(NC(=O)Cc3ccccc3)cc2C1=O
27	COc1ccc([C@@H]2CC=CC[C@H](C)Oc3ccccc3C(=O)N(C)[C@@H](C)C(=O)N2)c(OC)c1 (mixture of isomers)
28	C[C@H](CO)N1C[C@H](C)[C@@H](CN(C)S(C)(=O)=O)Oc2c(NC(=O)CCC(F)(F)F)cccc2C1=O
29	COc1ccc2c3c([nH]c2c1)[C@H](CO)N(C(=O)c1ccncc1)CC31CCN(C)CC1
30	CC(=O)N(C)C[C@H]1Oc2c(NC(=O)NC(C)C)cccc2C(=O)N(C)C[C@H]1C
31	N#C[C@H]1[C@@H](c2ccccc2-c2ccccc2)[C@@H](CO)N1C(=O)Cc1cccnc1
32	O=C(C1CCCCC1)N1CC(=O)N2[C@H](CO)[C@H](c3ccc(C#CCc4ccccc4)cc3)[C@@H]2C1

Assay by compound	25	26	27	28	29	30	31	32
INS-1E GSIS act	-29.3	0.5	-19.4	22.6	27.3	8.2	12.1	-5.3
Xi reactivation	0.0	0.0	0.1	0.3	0.3	0.1	0.1	0.1

33	C[C@H]1CN(C)C(=O)c2cc(N)ccc2O[C@@H]1CN(C)C(=O)OC(C)(C)C
34	C[C@@H]1CN(C)C(=O)c2cc(N)ccc2O[C@@H]1CN(C)C(=O)OC(C)(C)C
35	CC(=O)Nc1ccc2c(c1)C(=O)N(C)C[C@@H](C)[C@H](CN(C)C(C)=O)O2
36	C[C@H]1CCCn2nncc2COCCNC1=O
37	O=C1CCCCn2cc(nn2)COC[C@H](Cc2ccccc2)N1
38	N#C[C@@H]1[C@@H](c2ccc(C#Cc3ccccc3F)cc2)[C@@H](CO)N1C(=O)C1CCCC1
39	CC(C)[C@@H]1COCc2cn(nn2)CCCCC(=O)N1
40	CC(=O)N1[C@H](CO)[C@H](c2ccc(-c3cccnc3)cc2)[C@@H]1CNC(=O)C1CC1

Assay by compound	33	34	35	36	37	38	39	40
INS-1E GSIS act	3.0	-5.2	-4.4	9.8	-2.3	-22.6	-0.5	2.8
Xi reactivation	0.1	0.3	-0.1	0.0	0.2	0.0	0.6	0.0

41	CC(C)[C@@H]1COCc2cn(nn2)CCC[C@H](C)C(=O)N1
42	CO[C@H]1CN(C)C(=O)c2ccc(NS(=O)(=O)C3CCCCC3)cc2OC[C@@H](C)NC[C@@H]1C
43	Cc1ccccc1-c1ccc([C@@H]2[C@H](CO)N3C(=O)CN(C(=O)c4cccnc4)C[C@@H]23)cc1
44	COc1ccc2c3c(n(C)c2c1)[C@@H](CO)N(C(=O)Nc1ccc(F)cc1)CC31CCN(CC2CCOCC2)CC1
45	CC[C@H]1CC=CC[C@@H](C)Oc2ccccc2C(=O)N(C)[C@H](Cc2ccccc2)C(=O)N1 (mixture of isomers)
46	COc1cccc(CN2CC3(C2)[C@H](c2ccccc2)[C@@H](CO)N3Cc2cccc(OC)c2)c1
47	CC(C)NC(=O)N(C)C[C@@H]1Oc2ccc(NS(C)(=O)=O)cc2CC(=O)N(C)C[C@@H]1C
48	C[C@@H]1CC=CC[C@@H](c2cccc(Cl)c2)NC(=O)[C@H](C)N(C)C(=O)c2ccccc2O1 (mixture of isomers)

Assay by compound	41	42	43	44	45	46	47	48
INS-1E GSIS act	13.3	12.8	-4.5	-4.4	-16.3	-0.3	11.4	-18.8
Xi reactivation	0.0	0.0	0.6	0.4	0.0	0.1	0.0	0.0

49	CC(=O)N1[C@@H]2CN(S(C)(=O)=O)C[C@H]1C2c1ccccc1 (stereo partly drawn)
50	C[C@@H]1CN([C@@H](C)CO)C(=O)c2cc(NC(=O)Nc3ccccc3)ccc2O[C@@H](C)CCCCO[C@H]1CN(C)C(=O)Nc1ccccc1
51	C[C@H]1CN(C)C(=O)Cc2ccccc2O[C@@H]1CN(C)S(C)(=O)=O
52	CCC(=O)Nc1ccc2c(c1)C(=O)N(C)[C@H]1CC[C@H](CC(=O)NCCc3ccncc3)O[C@@H]1CO2
53	COc1ccc2c3c([nH]c2c1)[C@@H](CO)N(C(=O)Nc1ccccc1F)CC31CN(C(=O)C2CC2)C1
54	CC(C)C[C@@H]1COCc2cn(nn2)CC[C@H](Cc2ccc(-c3ccccc3)cc2)C(=O)N1
55	CS(=O)(=O)N1C[C@@H]2C(c3ccc(-c4ccc(F)cc4)cc3)[C@H](C1)N2CC1CC1 (stereo partly drawn)
56	CC(C)NC(=O)Nc1ccc2c(c1)CC(=O)N(C)C[C@@H](C)[C@@H](CN(C)C)O2

Assay by compound	49	50	51	52	53	54	55	56
INS-1E GSIS act	-0.5	-6.2	16.6	-0.1	-2.1	-4.2	-19.8	15.1
Xi reactivation	0.2	0.3	0.2	0.0	0.2	0.0	0.4	0.4

57	Cc1ccccc1S(=O)(=O)N(C)C[C@H]1OCc2ccccc2-c2ccccc2C(=O)N([C@@H](C)CO)C[C@@H]1C
58	CCCC#Cc1ccc([C@@H]2[C@@H](CO)N3C(=O)CN(C(=O)Nc4ccccc4)C[C@@H]23)cc1
59	COc1ccc2c3c(n(C)c2c1)[C@@H](CO)N(C(C)=O)CC31CCN(Cc2ccc(Cl)cc2)CC1
60	CC(=O)N1C[C@@H]2C(c3ccc(Br)cc3)[C@H](C1)N2S(C)(=O)=O (stereo partly drawn)
61	O=C1NCCOCn2nncc2CC[C@@H]1Cc1ccc(-c2ccccc2)cc1
62	O=C1NCCOCn2nncc2CC[C@H]1Cc1ccccc1
63	Cc1ccccc1NC(=O)C[C@H]1CC[C@H]2[C@@H](COc3ccc(NC(=O)c4ccc(Cl)cc4)cc3C(=O)N2C)O1
64	O=C1N[C@@H](Cc2ccccc2)COCc2cn(nn2)CC[C@H]1Cc1cccc(Cl)c1

Assay by compound	57	58	59	60	61	62	63	64
INS-1E GSIS act	-27.9	-19.1	7.0	17.7	2.9	20.8	-2.7	11.8
Xi reactivation	-0.1	0.5	0.2	0.0	0.0	0.0	0.0	0.2

65	C[C@H]1CN(C)C(=O)c2cc(N)ccc2O[C@H]1CN(C)C(=O)OC(C)(C)C
66	CN1C(=O)c2cc(NS(=O)(=O)c3ccc(F)cc3)ccc2OC[C@H]2O[C@@H](CC(=O)NCC(F)(F)F)CC[C@@H]21
67	COc1ccc(-c2ccccc2[C@@H]2[C@@H](C#N)N(C(=O)c3cccnc3)[C@@H]2CO)cc1
68	O=C(CCN1CCCCC1)NCC[C@H]1CC[C@H](NC(=O)C2CCCCC2)[C@H](CO)O1
69	CC(C)[C@@H]1C(=O)N[C@@H](c2ccccc2)CC=CC[C@H](C)Oc2ccccc2C(=O)N1C (mixture of isomers)
70	COc1ccc2c3c(n(C)c2c1)[C@H](CO)N(C(=O)Nc1cccc(F)c1)CC31CCN(C)CC1
71	C[C@H]1CN([C@@H](C)CO)C(=O)c2ccccc2-c2ccccc2CO[C@@H]1CN(C)S(C)(=O)=O
72	COc1ccc2c3c(n(C)c2c1)[C@@H](CO)N(CC1CCOCC1)CC31CN(C(=O)c2cccc(F)c2)C1

Assay by compound	65	66	67	68	69	70	71	72
INS-1E GSIS act	-9.8	3.1	-0.2	6.9	-13.7	-7.5	14.6	0.9
Xi reactivation	0.3	-0.1	0.0	0.0	0.0	0.3	-0.4	0.2

Quoted from above: nos. 70–72
70	COc1ccc2c3c(n(C)c2c1)[C@H](CO)N(C(=O)Nc1cccc(F)c1)CC31CCN(C)CC1
71	C[C@H]1CN([C@@H](C)CO)C(=O)c2ccccc2-c2ccccc2CO[C@@H]1CN(C)S(C)(=O)=O
72	COc1ccc2c3c(n(C)c2c1)[C@@H](CO)N(CC1CCOCC1)CC31CN(C(=O)c2cccc(F)c2)C1

Assay by compound	70	71	72
INS-1E GSIS act	-7.5	14.6	0.9
Xi reactivation	0.3	-0.4	0.2

Next part
73	Cn1cnc(S(=O)(=O)N2CC[C@@H]3[C@H]2c2cc(C4=CCCCC4)ccc2N[C@@H]3CO)c1
74	CC(=O)Nc1cccc2c1O[C@@H](CN(C)S(C)(=O)=O)[C@@H](C)CN(C)C2=O
75	COc1ccccc1CN(C)C[C@H]1OCc2ccccc2-c2c(n(C)c3ccccc23)C(=O)N([C@H](C)CO)C[C@@H]1C
76	CCCC#Cc1ccc([C@@H]2[C@H]3CN(C(=O)Nc4ccccc4)CC(=O)N3[C@H]2CO)cc1
77	COc1ccc(C[C@H]2CCn3cc(nn3)COC[C@@H](C)NC2=O)cc1
78	CC(=O)N1C[C@@H]2C(c3ccccc3)[C@H](C1)N2C(C)=O (stereo partly drawn)
79	O=C(c1cccc(F)c1)N1CC(=O)N2[C@@H](CO)[C@H](c3ccc(-c4ccccc4)cc3)[C@@H]2C1

Assay by compound	73	74	75	76	77	78	79
INS-1E GSIS act	-15.3	-0.1	-9.1	-6.5	8.4	-0.8&7.0	1.8
Xi reactivation	0.2	0.2	-0.2	0.3	0.5	0.3&0.1	0.7
